# High-throughput results as filed in PubChem BioAssay.
# Xi reactivation: reactivates the inactive X chromosome in mouse fibroblasts; XiGFP mouse fibroblasts, % GFP-positive cells imaging, 3 d; cells co-treated with 5-aza-dC sensitizer; scaled so ellipticine positive control = 100%; activation, % at 7.58 µM; 360,000 tested, 0.055% active;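 active = mean normalized replicate activation at least 10% and every replicate at or above 10%; inconclusive = only one of the two criteria met; inactive = mean below 10% and not all replicates reach 10%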;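 also: 0% = median of on-plate neutral control wells and 100% = ellipticine 6 µM median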
#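 System: 68-5-11 XiGFP fibroblast line; Timing: 3 days compound exposure; Compound dosing: one concentration, pinned; Benchmarks: positive control ellipticine, 6 µM final; Buffer or medium: DMEM containing 5-aza-dC.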
# CFTR F508del cor: CFTR F508del correction in bronchial cells; CFBE cells, YFP halide quenching; stimulated with forskolin plus potentiator P3; % fluorescence drop versus neutral controls; AID 720511; 350,000 tested, 0.36% active; activity (quench increase), % at 7.58 µM;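 active = mean added fluorescence quench of at least 8% versus neutral control, with both replicates also reaching 8%; inconclusive = only one of the mean or replicate conditions met; inactive = mean below 8% and not both replicates reaching 8%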;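 also: cells transiently co-express mutant CFTR-F508del with the halide-sensitive YFP; corrector assay measuring rescue of mutant channel to the surface after 24 h compound exposure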
# GSIS activator: GLuc luminescence reporter in INS-1E cells, primary screen for activators of glucose-dependent secretion of insulin | 370,000 tested, 0.61% active | activation, % at 16.6 µM | INS-1E GLuc reporter insulin secretion, 2-3 h;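 active = lowest replicate activation of at least 40%, so every replicate reaches that level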;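 also: 0% = median of neutral control wells and 100% = median of IBMX positive control wells; some compounds called inactive have numbers as strong as hits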
# RAD54 branch: RAD54 (human) branch migration inhibition | Q92698 | RAD54 Holliday junction branch migration, FAM/BHQ fluorescence | inhibition, % at 10.4 µM | 360,000 tested, 0.14% active;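 active = mean normalized replicate activity at least 40 and at least half of replicates scoring 40 or more; inconclusive = only one of the two criteria met; inactive = mean below 40 and under half of replicates reaching 40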;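 also: 0% = median of neutral control wells and 100% = median of positive control wells; inhibitors cause a drop in the FAM fluorescence signal; in these data hits start at about 50%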
# Target sequence (Q92698 whole entry, looked up): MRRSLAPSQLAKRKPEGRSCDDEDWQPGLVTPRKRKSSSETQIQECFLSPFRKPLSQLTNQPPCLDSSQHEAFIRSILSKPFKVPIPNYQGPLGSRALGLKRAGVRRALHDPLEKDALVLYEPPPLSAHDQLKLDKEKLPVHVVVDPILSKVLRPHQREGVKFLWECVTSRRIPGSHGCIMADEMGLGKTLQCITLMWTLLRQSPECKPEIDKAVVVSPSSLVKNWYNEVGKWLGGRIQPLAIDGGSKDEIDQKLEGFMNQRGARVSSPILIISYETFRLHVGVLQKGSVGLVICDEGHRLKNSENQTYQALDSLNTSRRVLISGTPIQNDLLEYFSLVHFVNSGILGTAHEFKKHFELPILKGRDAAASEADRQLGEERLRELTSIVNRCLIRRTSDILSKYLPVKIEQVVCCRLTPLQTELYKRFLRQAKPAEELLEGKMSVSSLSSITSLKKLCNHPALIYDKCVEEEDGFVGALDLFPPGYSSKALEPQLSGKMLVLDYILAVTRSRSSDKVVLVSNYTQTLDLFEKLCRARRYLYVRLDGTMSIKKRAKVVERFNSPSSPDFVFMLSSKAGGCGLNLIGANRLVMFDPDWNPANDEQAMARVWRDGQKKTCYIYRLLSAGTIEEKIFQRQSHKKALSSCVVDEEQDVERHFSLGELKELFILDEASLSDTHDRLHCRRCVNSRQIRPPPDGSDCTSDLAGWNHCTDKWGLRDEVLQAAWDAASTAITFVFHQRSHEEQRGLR
# E-selectin induc: induces E-selectin expression in human endothelial cells; AID 686992; P16581; activation, % at 7.58 µM; HUVEC E-selectin immunofluorescence imaging; normalized: neutral wells 0, TNF-alpha wells 100; 260,000 tested, 0.37% active;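 active = mean E-selectin-positive cell signal at least 10% of the positive control, reached in at least 60% of replicates, without over 20% cell loss; inconclusive = no rule given, readout overlaps actives, possibly toxicity-flagged; inactive = the rest, including those meeting only one limit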;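 also: in these data hits start at about 27%; measured in HUVEC primary endothelial cells; signal is the percent of cells scored E-selectin positive by PE staining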
#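 assay system = HUVEC, human umbilical vein endothelial cells | input = 3,000 HUVEC seeded per well | medium = EGM-2 growth medium on 0.1% gelatin-coated wells | dosing = one compound dose added by pin transfer | signal = immunofluorescence imaging | read-out basis = % PE-positive cells | control set = TNF-alpha, DMSO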
# Casp6 inh: blocks human caspase-6 cleavage activity. P55212. purified caspase-6, Z-VEID-R110 cleavage fluorescence. inhibition, % at 12.5 µM. 350,000 tested, 0.53% active. AID 686996;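 active = mean inhibition across replicates at least about 35%, with every replicate also reaching that limit, limit read from the data; inconclusive = only one of the two criteria met; inactive = neither criterion met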;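 also: 0% = median of neutral control wells and 100% = no fluorescence left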
# Target sequence (P55212 24-179 limits assumed): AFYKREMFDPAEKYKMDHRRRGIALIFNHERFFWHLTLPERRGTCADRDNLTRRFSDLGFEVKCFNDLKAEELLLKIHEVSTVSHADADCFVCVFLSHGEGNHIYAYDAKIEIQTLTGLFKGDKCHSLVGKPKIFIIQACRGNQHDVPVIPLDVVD
# Target sequence (P55212 194-293 limits assumed): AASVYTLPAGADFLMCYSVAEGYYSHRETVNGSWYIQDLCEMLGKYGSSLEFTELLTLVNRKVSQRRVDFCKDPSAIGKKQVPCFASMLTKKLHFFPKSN
# DENV2 CPE: inhibitors of DENV2 cytopathic effect | AID 651640 | 350,000 tested, 1.7% active | DENV2-infected cells, cytopathic effect rescue, plate reader | CPE inhibition, % at 9.99 µM; in the data active = CPE inhibition above about 20%, passing the limit was not always enough; inconclusive = no clear call, values can overlap the other calls; tested in BHK-21 cells;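 also: 0% = median of neutral control wells and 100% = median of positive control wells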
# RAD52 inh: blocks human RAD52 DNA annealing | AID 651710 | 360,000 tested, 0.46% active | inhibition, % at 18.7 µM | P43351 | recombinant RAD52 DNA annealing, FRET fluorescence;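 active = every replicate showing at least 50% inhibition; inconclusive = mean inhibition at least 50% but not in every replicate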
# * hit, by the source's call; ? = inconclusive; . = no result given.
SMILES,Xi reactivation,CFTR F508del cor,GSIS activator,RAD54 branch,E-selectin induc,Casp6 inh,DENV2 CPE,RAD52 inh
COc1ccc(C#Cc2cnc3c(c2)C(=O)N([C@H](C)CO)C[C@H](C)[C@H](CN(C)C(=O)CC2CC2)O3)cc1,-0.5,4.7,11.6,11.2,-0.4,0.3,?,-9.2
COc1ccccc1-c1noc(CCCC(=O)NC2CCCCC2)n1,0.0,-0.9,-3.6,-1.5,-0.1,0.4,4.3,-14.7
CCC(CC)C(=O)Nc1cccc(C(=O)Nc2ccc(S(N)(=O)=O)cc2)c1,0.0,2.4,4.2,.,.,-3.7,-4.5,-2.5
Cc1nnc(SCC(=O)NCCC2=CCCCC2)[nH]c1=O,0.1,0.5,-2.3,-10.1,-0.5,-1.6,5.1,-24.6
CCC(=O)c1ccc(OC(C)C(=O)NC2(C#N)CCCCC2)cc1 (centres undefined),0.1,3.2,-6.7,.,.,-1.2,7.9,-10.5
CCc1ccccc1NC(=O)CCCSc1nc2ccccc2s1,0.3,.,32.2,13.2,.,4.9,2.9,0.0
O=C(COc1ccc(S(=O)(=O)N2CCOCC2)cc1)N1CCOCC1,0.1,-3.7,8.0,-1.8,-0.1,-7.8,17.0,-19.0
CC(C)C[C@@H]1COc2cccc(NCCO)c2S(=O)(=O)N1,0.2,-3.5,-0.1,.,-0.2,0.3,-4.5,0.6
COc1ccc(S(=O)(=O)N2CCOCC2)cc1NC(=O)CSc1cccc[n+]1[O-],0.2,0.6,6.2,-8.6,0.1,0.4,.,-6.6
CN1CCN(S(=O)(=O)c2cccc(C(=O)N3CCc4ccccc43)c2)CC1,0.1,-0.2,0.9,-10.6,.,1.6,8.1,-16.6
COc1ccc(NC(=O)c2ccc(NC(=O)c3cccnc3)cc2)cc1,-0.1,-1.8,-1.1,9.2,0.0,-2.9,7.5,-13.0
COc1ccc(CN2CCN(CC3CC3)CC2CCO)c(C)c1C (centres undefined),0.0,-4.6,-0.1,3.5,-0.3,0.4,2.5,-7.7
COc1ccc(CN(C)C[C@H]2Oc3c(NS(=O)(=O)c4cn(C)cn4)cccc3C(=O)N([C@@H](C)CO)C[C@@H]2C)cc1,0.3,1.2,2.5,-20.1,0.7,-1.5,?,0.3
CCCn1c(SCC(=O)Nc2cc(C(=O)O)ccc2C)nc2sc3c(c2c1=O)CCC3,0.1,1.6,-9.6,2.6,.,9.8,1.9,-16.6
CSCCC(NC(=O)c1ccccc1Br)C(=O)N1CCN(C/C=C/c2ccccc2)CC1 (centres undefined),0.2,2.2,-10.8,8.3,.,-0.1,0.3,-19.6
O=C1C=C(Nc2ccc(Cl)cc2)C(=O)N1c1ccc(Cl)cc1,0.3,.,7.1,.,0.2,9.5,5.1,-70.2
CCc1nc2c(OCc3ccccc3C(=O)OC)cccn2c1N(C)C(=O)CC(C)C,0.4,0.0,.,5.7,1.0,.,-7.3,-18.5
O=C(NC1CC1)c1cccc(-c2cncc3nccn23)c1,0.5,1.0,-0.9,3.5,0.0,.,-0.4,-11.0
Cc1ccc(CCNC(=O)C2CC(=O)N(C3CCCCC3)C2)cc1 (centres undefined),0.2,1.4,11.2,-4.1,.,1.4,13.1,-12.5
O=C(NCCOc1ccccc1F)Nc1ccc(Br)cc1,0.1,-0.7,-9.9,.,.,1.3,-4.4,-6.7
CCN(CC)S(=O)(=O)c1ccc(C(=O)NNC(=O)C2COc3ccccc3O2)cc1 (centres undefined),0.1,3.0,24.4,3.0,0.4,-2.6,-5.4,2.1
CCCNCC1C(Oc2ccc(Cl)cc2)C(=O)N1c1ccccc1C (centres undefined),0.0,1.0,-11.1,5.2,.,-0.7,.,-16.4
C[C@H]1CN([C@@H](C)CO)C(=O)c2cc(NC(=O)CCCCCC(=O)Nc3ccccc3N)ccc2O[C@@H]1CN(C)S(=O)(=O)c1ccccc1,-0.2,1.5,0.3,.,-0.1,0.0,18.3,-14.5
O=C(Cc1ccccc1)N[C@H]1C=C[C@@H](CC(=O)N2CCOCC2)O[C@H]1CO,0.7,0.4,0.7,2.2,0.0,3.8,52.8*,9.1
CCc1nc2ccc(C(=O)NC3CCN(Cc4ccccc4)CC3)cn2c1N(C)Cc1cccs1,-0.1,4.9,.,-5.4,0.3,.,0.3,-15.0
C/C(=N\NC(=O)CCC(=O)NCc1ccccc1)c1ccco1,0.1,-2.2,1.7,-23.1,.,-3.0,.,-10.6
Cc1ccc(S(=O)(=O)N(C)C[C@@H]2Oc3ccc(NS(=O)(=O)c4ccc(F)cc4)cc3CC(=O)N([C@H](C)CO)C[C@H]2C)cc1,-0.4,-1.0,-3.4,7.6,0.0,-0.3,-6.5,0.1
CS(=O)(=O)NN1C(=O)c2ccccc2NC1c1cccs1 (centres undefined),0.0,0.3,-1.3,.,0.0,-3.2,14.7,-13.9
COc1ccc(C(=O)Nc2ccccc2C(=O)N2CCCCCC2)cc1OC,-0.1,0.2,9.1,10.7,-4.0,1.0,-2.8,-11.9
COCC(=O)N(C)C[C@H]1Oc2cc(C#CC3CCCC3)ccc2S(=O)(=O)N([C@H](C)CO)C[C@@H]1C,-0.7,-3.8,-6.7,.,0.9,.,.,.

# In the list so far, 2 have bromine.
SMILES,Xi reactivation,CFTR F508del cor,GSIS activator,RAD54 branch,E-selectin induc,Casp6 inh,DENV2 CPE,RAD52 inh
CSCCC(NC(=O)c1ccccc1Br)C(=O)N1CCN(C/C=C/c2ccccc2)CC1 (centres undefined),0.2,2.2,-10.8,8.3,.,-0.1,0.3,-19.6
O=C(NCCOc1ccccc1F)Nc1ccc(Br)cc1,0.1,-0.7,-9.9,.,.,1.3,-4.4,-6.7

# (continued)
SMILES,Xi reactivation,CFTR F508del cor,GSIS activator,RAD54 branch,E-selectin induc,Casp6 inh,DENV2 CPE,RAD52 inh
C[C@H](CO)N1C[C@H](C)[C@@H](CN(C)Cc2ccccc2)Oc2ccc(N(C)C)cc2C1=O,-1.0,0.3,22.3,-6.5,.,1.7,-0.7,-3.1
COc1ccc(OC)c(CNC(=O)CCn2nc(C)c3c(C)n(-c4ccccc4)nc3c2=O)c1,0.0,-3.6,-5.5,2.1,.,-0.2,-1.5,-9.2
O=C(c1cccc(F)c1)N1CCCCN2[C@H](C1)[C@@H](c1ccc(-c3ccccc3)cc1)[C@@H]2CO,0.0,0.1,5.3,3.8,0.5,1.3,-14.2,-17.9
CCOC(=O)N1CCN(c2c(NCc3ccc(F)cc3)c(=O)c2=O)CC1,0.0,1.5,1.9,.,.,1.8,-4.1,-14.3
O=C(C[C@H]1C[C@@H]2c3cc(NC(=O)Nc4ccccc4)ccc3O[C@@H]2[C@@H](CO)O1)NCc1ccncc1,0.4,-0.4,-3.2,-1.5,0.0,-2.7,3.5,1.4
Brc1c(CSc2nncc3ccccc23)nc2ccccn12,0.0,-0.5,73.3,0.8,1.1,0.1,-1.5,-19.5
OCc1cccc(-c2cnc3c(Nc4cccc(OC(F)(F)C(F)F)c4)nccn23)c1,0.5,1.8,-19.4,-6.9,0.7,1.0,0.1,-14.4
Cc1cc(N2CCN(C)CC2)nc2ccc(NC(=O)CCC(=O)NCc3ccco3)cc12,.,.,5.1,0.7,.,-8.7,.,9.7
CN(Cc1ccccc1)CC(O)CN(C)Cc1ccccc1,0.0,1.8,.,-0.9,3.1,-4.6,2.5,-8.7
Cc1csc(CNC(=O)CC2C(=O)NCCN2Cc2ccc(F)cc2Cl)n1 (centres undefined),0.2,-4.3,-9.3,-9.6,-0.3,0.9,-9.1,-38.6
O=C(NCCCN1CCOCC1)C1CC(=O)N(c2ccccc2)C1 (centres undefined),0.1,1.1,3.9,.,.,4.0,7.1,-14.3
Cc1cccc(NC(=O)CN(C)C(=O)Cc2ccc(-c3ccccc3)cc2)c1C,-0.1,-2.2,-1.3,9.0,-0.1,-0.2,-0.9,-20.6
C[C@@H]1CN([C@H](C)CO)C(=O)c2cccc(NC(=O)Nc3ccc(C(F)(F)F)cc3)c2O[C@H]1CN(C)C(=O)Nc1cccc2ccccc12,0.0,4.0,-8.0,2.5,1.1,-2.3,6.6,12.1
CC(C)(C)NC(=O)CSc1nc2cccnc2n1C1CCCCC1,0.0,-6.0,3.3,6.7,.,-1.7,0.3,-13.0
O=C(Cc1ccc(Br)cc1)Nc1cccc(-c2cn3c(n2)SCC3)c1,-0.1,-0.8,6.3,.,0.0,6.9,1.3,-14.7
CC(C)Oc1ccc(C(=O)NC(=S)Nc2ccc(CN3CCOCC3)cc2)cc1,-0.1,.,7.7,.,.,7.4,0.4,5.4
COc1ccc2c3c([nH]c2c1)[C@H](CO)N(C(=O)c1ccc(F)cc1)CC31CN(C(=O)NC(C)C)C1,0.1,-1.6,12.8,.,0.1,1.8,6.9,6.0
CCN1C(=O)CSc2ccc(C(=O)NCCCN3CCOCC3)cc21,.,0.8,14.4,11.4,.,5.5,10.5,-1.5
C[C@H](CO)N1C[C@H](C)[C@H](CN(C)S(=O)(=O)c2cn(C)cn2)Oc2cc(C#Cc3ccc(F)cc3)ccc2S1(=O)=O,-1.1,4.6,-10.3,5.5,0.0,3.1,-9.7,-5.0
Cc1ccc(S(=O)(=O)N2CCOCC2)cc1C(=O)OCCOc1cccc(Cl)c1,-0.1,-1.2,-11.6,-13.2,.,4.7,1.3,3.3
O=C(NCc1ccc(N2CCCC2=O)cc1)C1CCC(=O)N(Cc2ccccc2F)C1 (centres undefined),0.0,3.1,3.8,8.6,.,-1.6,-1.0,-6.7
O=C(NNC(=O)c1ccccc1Cl)c1csc(N2CCOCC2)n1,-0.1,-7.7,-5.0,.,.,-4.9,6.1,-13.2
COc1ccc(S(=O)(=O)Nc2ccc3c(c2)C(=O)N([C@H](C)CO)C[C@@H](C)[C@@H](CN(C)Cc2ccc4c(c2)OCO4)OCCCC[C@@H](C)O3)cc1,0.1,1.1,-19.1,-8.7,-0.1,-0.6,21.1*,22.8
CN(C)C(=O)C[C@H]1C[C@H]2c3cc(NC(=O)Nc4ccccc4F)ccc3O[C@H]2[C@@H](CO)O1,0.0,3.2,4.0,-13.6,-0.4,6.8,-3.9,-10.7
O=C(C[C@@H]1CC[C@H](NC(=O)c2ccccn2)[C@@H](CO)O1)NCc1cc(F)cc(F)c1,0.0,-0.7,9.0,-5.5,0.0,-2.4,-8.9,14.4
CC(NS(=O)(=O)c1ccc(Br)cc1)C(=O)Nc1nc2ccccc2[nH]1 (centres undefined),0.0,-0.3,-5.6,0.1,.,1.5,-8.3,-13.3
C[C@@H]1CN([C@@H](C)CO)C(=O)c2cc(NC(=O)c3ccccc3)ccc2O[C@@H](C)CCCCO[C@H]1CN(C)C(=O)NC1CCCCC1,-0.1,-4.6,-17.4,0.9,-0.2,.,-7.9,.
CCc1nnc(NS(=O)(=O)c2ccc(NC(=O)/C=C/C(=O)O)cc2)s1,0.2,0.8,22.5,-7.7,1.0,3.4,-3.3,-3.9
CC(C)C(=O)Nc1ccc(C(=O)NCc2cccnc2)cc1,.,.,-1.4,-0.3,.,-2.8,.,-6.7
CN(C)CCCNC(=O)C[C@H]1CC[C@@H]2[C@H](COC[C@@H](O)CN2CC2CCCC2)O1,0.1,3.3,6.6,-8.1,0.1,1.2,-2.4,9.7
